Screening results from PubChem BioAssay.
hiPSC survival: enhancers of single-cell hiPSC survival, primary screen, ATPlite luminescence; 100% = ROCK inhibitor wells, 0% = DMSO; survival enhancement, % at 20 µM; 360,000 compounds, 0.044% hits; AID 602274, 2012; in the data active means survival enhancement above about 18%;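 further: cells exposed to compounds for 16 hours before the ATP read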
NR2E3 ag-1: inhibitors of NR2E3-RetCOR corepressor binding, primary screen, NR2E3 agonist project, biochemical, TR-FRET, GST-NR2E3, biotin-RetCOR; 1536-well; inhibition of corepressor binding, % at 4.78 µM; 320,000 compounds, 0.12% hits; AID 2300, 2010; Photoreceptor-specific nuclear receptor (Homo sapiens), Q9Y5X4;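 active means percent inhibition above the cutoff of mean plus 3 SD of all tested compounds, set per screening campaign, cut at about 20% in these data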;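 further: 0% = DMSO wells and 100% = biotin wells as full block of FRET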
Target sequence (Q9Y5X4 whole entry, looked up): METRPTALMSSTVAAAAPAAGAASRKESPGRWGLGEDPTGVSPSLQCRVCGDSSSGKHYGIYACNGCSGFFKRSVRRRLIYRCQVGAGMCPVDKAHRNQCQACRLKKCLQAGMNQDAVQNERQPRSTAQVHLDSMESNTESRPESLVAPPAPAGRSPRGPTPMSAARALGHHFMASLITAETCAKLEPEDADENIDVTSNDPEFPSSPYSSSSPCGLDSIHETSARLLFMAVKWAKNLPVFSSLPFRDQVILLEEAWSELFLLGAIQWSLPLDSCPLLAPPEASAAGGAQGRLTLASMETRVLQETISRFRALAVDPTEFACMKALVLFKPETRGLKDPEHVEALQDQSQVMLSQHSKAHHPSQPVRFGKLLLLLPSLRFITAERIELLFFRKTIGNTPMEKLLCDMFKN
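Material: NR2E3–RetCOR corepressor complex / Incubation: Compound–protein incubation for 5 h at 4 °C / Dosing: compound at 4.8 µM, single dose / Detection: time-resolved FRET / Benchmarks: high control biotin, low control 0.6% DMSO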
NR2E3 ag-2: NR2E3 agonists in two-hybrid cells, primary screen, cell-based, luminescence, CHO-S, Gal4-NCOR/VP16-NR2E3. Photoreceptor-specific nuclear receptor (Homo sapiens), Q9Y5X4. luciferase. inhibition of corepressor binding, % at 3.98 µM. 360,000 compounds, 0.35% hits. AID 602229, 2012;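 active means inhibition above the mean of all tested compounds plus 3 SD, cut at about 70% in these data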;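 further: 0% = DMSO with NR2E3 transfected cells and 100% = cells lacking NR2E3 construct; higher means lower luciferase signal from less NR2E3 corepressor binding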
Peg3 promoter: Peg3 promoter-driven luciferase inhibitors, primary screen, cell-based, HeLa, luciferase luminescence; 360,000 compounds, 1.7% hits; HeLa PEG-Prom luciferase reporter, overnight; inhibition, % at 20 µM;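 active means inhibition of at least 50% at 20 µM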
Shn3 3UTR inh: reduction of Shn3 3'UTR firefly luciferase signal, primary screen, Schnurri-3 inhibitor project, cell-based, Clone20 osteoblasts, set 2 | 360,000 compounds, 0.52% hits | Clone20 osteoblast Shn3 3'UTR firefly luciferase, 24 h | AID 588674, 2011 | inhibition, % at 12.5 µM;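 active means mean inhibition of at least 75% with every replicate also reaching 75%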;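 further: 0% = median of neutral control wells and 100% = pilot-screen positive control compound; some compounds past the cut are filed as inactive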
aDG glyco act: activators of alpha-DG glycosylation, primary screen, uHTS, Pro5-aDG cells, AlphaScreen; alpha-DG glycosylation AlphaScreen (IIH6); 0% Pro5, 100% B10-LARGE cell signal; activation, % at 10 µM; 360,000 compounds, 0.22% hits;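 active means activation of at least 8% versus controls, or a plate z-score of at least 8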;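 further: Pro5 are CHO cells carrying HIG-tagged alpha-DG that lacks glycosylation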
MITF TRPM1 inh: inhibitors of MITF-dependent TRPM1 promoter reporter, primary screen, cell-based, SK-MEL-5, single point, luciferase. 330,000 compounds, 0.83% hits. inhibition, % at 12.5 µM. AID 488899, 2010. SK-MEL-5 TRPM1 promoter luciferase, 24 h;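 active means mean inhibition across replicates of 60% or more, whatever share of single replicates reaches that level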; further: values of inactives mirror those of a sister screen read the other way
KKLEB tox: cytotoxicity in KKLEB CF airway cells, primary screen, cytotoxicity control for CF NF-kB inhibitor project, cell-based, uHTS, fluorescence assay plates | KKLEB CF airway cells viability, ATPlite luminescence, overnight; hits give low values; cells stimulated with P. aeruginosa culture filtrate | AID 602141, 2011 | activity change (cytotoxicity), % at 5 µM | 360,000 compounds, 0.36% hits;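 active means corrected activity change at or below -50% at 5 µM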
HIF-2a inh: HIF-2a reporter inhibitors, primary screen, luminescence, 786-0 RCC cells; 360,000 compounds, 0.72% hits; inhibition, % at 18.8 µM; 786-0 RCC cells HIF-2a reporter, luciferase luminescence, overnight;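 active means inhibition of the luminescence signal of 40% or more relative to plate controls, in a single-dose primary screen at 18.75 µM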
CF NFkB inh: inhibitors of PAF-induced NF-kB signaling, primary screen, cell-based, GFP fluorescence, uHTS; AID 588850, 2011; 360,000 compounds, 0.86% hits; inhibition, % at 5 µM; KKLEB NF-kB-GFP reporter, GFP fluorescence overnight;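 active means at least 50% inhibition at 5 µM, scaled per plate between neutral and stimulator controls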;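 further: PAF is a Pseudomonas aeruginosa culture filtrate used as stimulus; plate controls were PAF-stimulated DMSO wells for no effect and unstimulated DMSO wells for full effect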
TWEAK Fn14 block: inhibitors of TWEAK-Fn14 signaling, primary screen, luciferase reporter cells, uHTS; TWEAK-stimulated Fn14 reporter cells, luciferase luminescence, 8 h; inhibition, % at 10 µM; 360,000 compounds, 2% hits; AID 1159606, 2016; in the data active means inhibition above about 50%
* hit, by the source's call; . = no result given; & = joins results of further samples.

SMILES	hiPSC survival	NR2E3 ag-1	NR2E3 ag-2	Peg3 promoter	Shn3 3UTR inh	aDG glyco act	MITF TRPM1 inh	KKLEB tox	HIF-2a inh	CF NFkB inh	TWEAK Fn14 block
CCOC(=O)NC(=O)/C(C#N)=N/Nc1c(F)cccc1F	1.8	-1.7	-7.6	-24.4	-11.8	-0.2	-15.8	1.6	16.3	-1.6	10.6
O=C(CSc1nnc(-c2cccnc2)n1Cc1ccco1)c1ccc(Cl)cc1	3.3	-1.8	-4.3	12.7	0.9	0.2	6.1	-8.9	24.0	7.3	-27.1
Cc1ccc(S(=O)(=O)N/N=C/c2cnn(C)c2C)cc1	2.4	5.7	-25.1	8.5	-9.3	-0.1	-0.9	3.1	8.4	8.2	-14.7
COc1ccc(CCNC(=O)c2nn(C)cc2Cl)cc1	-0.7	-2.3	-84.7	-111.0	-18.2	-0.2	-18.2	-1.3	-170.2	11.0	7.6
Cc1ccc(NC(=O)COCC(=O)Nc2ccc(C)cc2)cc1	-0.6	3.8	7.6	8.8	-1.1	0.0	15.4	-7.5	-1.2	-0.3	8.8
COc1cc2c(cc1OC)C(COc1ccc([N+](=O)[O-])cc1)NCC2 (stereo not drawn)	-0.5	0.5	-40.5	-16.4	5.1	0.0	-11.7	-16.5	-1.8	14.7	-7.2
O=[N+]([O-])c1cn(Cc2ccc(Cl)cc2)cn1	0.4	-2.5	-5.1	17.1	-15.9	0.0	7.5	-10.1	9.9	14.3	6.8
COc1ccc(S(=O)(=O)N(C)CC(=O)Nc2ccc3c(c2)OCO3)cc1OC	1.3	0.6	-46.4	-21.6	4.1	0.1	-7.0	1.9	-7.1	3.4	17.7
O=C1NCCN(CC2CCN(CC3CCCC3)CC2)C1=O	3.5	.	7.4	20.4	15.7	0.1	1.2	-0.2	-2.6	10.4	6.9
O=C(NCCN1CCCCC1)/C(=N\O)c1ccccc1	8.4	-0.2	-9.4	3.0	-4.2	0.0	14.3	4.5	-3.2	8.7	-2.2

Overlap with the part before: two entries, followed by the next part.
SMILES	hiPSC survival	NR2E3 ag-1	NR2E3 ag-2	Peg3 promoter	Shn3 3UTR inh	aDG glyco act	MITF TRPM1 inh	KKLEB tox	HIF-2a inh	CF NFkB inh	TWEAK Fn14 block
O=C1NCCN(CC2CCN(CC3CCCC3)CC2)C1=O	3.5	.	7.4	20.4	15.7	0.1	1.2	-0.2	-2.6	10.4	6.9
O=C(NCCN1CCCCC1)/C(=N\O)c1ccccc1	8.4	-0.2	-9.4	3.0	-4.2	0.0	14.3	4.5	-3.2	8.7	-2.2
CCCCCCc1ccc(OCC(=O)O)cc1OCC(=O)O	-1.0	1.7	1.6	-10.8	-4.5	-0.1	-3.0	6.0	13.6	7.3	-2.2
Cc1cc(NC(=O)COc2cccc([N+](=O)[O-])c2)no1	-0.4	2.8	-27.0	-13.6	-4.3	0.0	6.8	-8.8	-9.7	17.9	-2.8
CN(C)C(=O)CCc1ccc2c3c([nH]c2c1)[C@]1(C)[C@@H](C(=O)N2CCCCC2)C[C@H](CC(=O)NCc2cccc(C(F)(F)F)c2)C(=O)N1CC3	-2.7	.	2.5	-0.5	23.2	0.0	-8.9	-15.8	-14.0	17.9	-18.6
CSc1nc(Cl)c(Cc2ccc(OC(C)C)cc2)c(N(C)C)n1	-0.1	-3.4	-5.8	-2.0	39.9	1.6	5.9	7.2	16.0	1.3	29.4
Cc1cc(C(=O)COC(=O)C23CC4CC(CC(O)(C4)C2)C3)c(C)n1C	0.5	.	-55.9	-211.8	-68.9	-0.3	-25.2	8.9	-191.4	5.8	8.5
Cc1nn(-c2ccccc2)c(N)c1C(O)(C(F)(F)F)C(F)(F)F	-0.1	-0.5	-6.5	10.1	4.7	0.1	-6.8	6.2	5.5	-2.1	5.2
COC(=O)CCC(=O)OC1(C)C(=O)C=C2C=C(C3CC3)N(Cc3ccccc3)C=C2C1=O (stereo not drawn)	0.5	-1.1	-26.4	13.3	-21.2	-0.3	0.4	10.8	1.9	9.2	-2.8
C/C(N)=C(/C#N)C(=O)CSc1nnc(Nc2ccccc2C)s1	0.2	2.1	-20.2	-73.5	-5.1	-0.2	-3.5	-5.5	-113.9	9.6	-21.6
CCOC(=O)C1CCCN(S(=O)(=O)c2ccc3ccccc3c2)C1 (stereo not drawn)	-0.3	-1.0	-8.6	9.6	20.2	0.3	7.6	-7.9	19.3	3.0	18.6
CCCNC(=O)COc1ccc(-c2nn(C)c(=O)c3ccccc23)cc1	0.4	3.9	-4.2	19.4	8.9	0.4	4.3	1.1	23.3	-0.4	-3.2
O=C(c1ccco1)N1CCN(C(=O)C(Sc2ccccc2)c2ccccc2)CC1 (stereo not drawn)	1.8	8.6	-23.1	8.8	14.6	0.3	12.7	-15.3	8.6	-5.9	8.2
O=C(CSc1nnc2n1CCCN2)c1ccccc1	-0.2	0.5	-13.5	-56.0	.	-0.1	.	-4.8	-102.1	7.5	-7.1
O=C(NCc1csc(-c2cccs2)n1)Nc1ccc(C(F)(F)F)cc1	-0.5	1.9	-6.5	21.9	-12.2	-0.2	.	7.8	25.0	4.8	-12.8
CCCn1c(SCC(=O)NC2CC2)nnc1-c1cccs1	-0.5	1.8	3.2	0.5	7.2	0.4	3.8	9.2	2.9	-12.2	-0.9
O=C(Nc1ccc(F)cc1)c1ccc(S(=O)(=O)N2CCCC2)cc1	-0.4	4.4	-1.9	4.3	17.5	-0.1	0.9	-7.5	-9.0	-22.9	25.2
O=S(=O)(Nc1ccc(N2CCCCC2)cc1)c1ccc(F)cc1F	0.9	0.6	-4.3	-4.9	76.2	-0.1	.	1.9	-1.6	-4.1	16.3
O=C(NCC1CCCO1)Nc1ccc(Cl)cc1 (stereo not drawn)	-0.6	1.6	-50.9	-84.2	-28.5	1.3	-38.9	8.6	-99.2	-5.7	6.9
COc1ccc(NC(=O)C2CCC(CNc3c(N4CCC(C)CC4)c(=O)c3=O)CC2)cc1OC (stereo not drawn)	3.3&-0.2	1.3	-14.5&-4.7	10.7&2.6	-9.4&15.4	-0.2&0.0	5.2&5.1	-3.5&-11.6	12.2&-0.1	-19.1&-0.2	-2.2&-9.8
CCc1ccc(N2CC34C=CC(O3)C(C(=O)OC)C4C2=O)cc1 (stereo not drawn)	-1.6	-1.3	-18.4	-2.8	-6.9	0.2	-7.6	-14.7	0.9	8.5	-4.1
Cc1nn(Cc2ccccc2)c(N)c1C#N	0.5	3.3	-2.6	0.1	11.0	-0.2	-0.7	-6.1	9.4	-1.5	-0.9
COc1cc(NC(=S)NCc2cccnc2)cc(OC)c1	1.8	-2.1	5.8	16.2	4.8	-0.1	-2.4	11.0	12.2	-4.1	-19.2
Cc1cnc(C(=O)Nc2ccc(N3CCOCC3)cc2)cn1	-1.3	2.6	-33.7	-92.6	-43.1	0.0	-54.2	4.7	-60.4	-7.2	0.5
O=C(N/N=C/c1ccccn1)c1ccc(Cl)cc1	-0.2	-2.5	-57.0	-136.8	22.6	-0.1	15.7	-6.9	-147.6	10.9	-21.5
Cc1nc(N2CCOCC2)nc2c1CCC2	3.4	-1.5	6.2	13.3	-1.9	0.0	3.3	3.9	13.2	-8.9	3.4
CC(C)(C)C(=O)N1CCN(c2ccc3c(c2)C2CC3CCN2C(=O)OCc2ccccc2)CC1 (stereo not drawn)	-0.2	.	-3.6	-79.5	-4.4	0.3	.	-3.5	-118.3	-3.5	-35.3
Cc1ccc(NC(=S)N2CCCC(c3nc4ccc(C)cc4[nH]3)C2)c(C)c1 (stereo not drawn)	-1.2	2.1	20.0	4.2	8.2	0.2	12.6	-3.1	8.8	2.2	-10.9
CCOC(=O)c1c(NC(=O)c2cccnc2)sc(C)c1C	-2.5	4.6	-14.6	3.9	-27.3	0.1	-19.7	3.3	-19.8	-32.0	-14.3
O=C(CCN1CCN(Cc2ccccc2)CC1)NNC(=O)Nc1cccc(Cl)c1	-0.4	-1.3	30.8	-7.5	-2.9	-0.2	1.8	-6.3	0.0	7.7	12.7
COC(=O)c1ccc2cc(OC)c(OC)cc2c1	6.0	.	-9.1	-48.4	-11.3	0.4	.	4.1	-22.9	-39.8	-25.0
c1ccc(-c2nnc3nc(N4CCCCC4)nc(N4CCCCC4)n23)cc1	1.4	.	-4.3	-12.0	-3.2	0.5	-6.3	-14.0	-50.6	14.6	12.3
O=S(=O)(/N=C(/Nc1ccccn1)c1ccc(Cl)cc1)c1ccc(Cl)cc1	-0.5	-3.4	-33.5	-29.3	-19.5	0.2	-21.1	-2.0	-32.5	1.7	-18.8
CC(C)N(CCCNC(=O)Cn1c(=O)c2cccn2c2ccccc21)Cc1ccccc1	-0.6	-3.5	3.8	4.3	-11.4	-0.4	-15.0	2.1	4.0	26.1	2.2
COc1ccc(NS(=O)(=O)c2cc3c(cc2C)N(C)CCO3)c(OC)c1	4.6	-1.5	-24.6	8.4	11.1	0.2	.	19.0	9.5	6.2	-4.3
O=C(COC(=O)c1cccnc1)Nc1cccc2ccccc12	0.1	1.7	-20.1	11.6	-6.9	-0.1	6.0	-19.9	3.9	17.3	-2.8
CC(=O)Nc1ccc(NC(=O)CN(C)CC(=O)Nc2ccccc2Br)cc1	0.9	0.6	6.8	13.3	-6.6	-0.1	15.5	-5.8	15.4	7.9	-1.1
CCCCNC(=O)C1c2ccccc2OCC(=O)N1CCc1c[nH]c2ccccc12 (stereo not drawn)	-0.4	.	-25.6	.	.	0.0	.	.	9.8	.	8.9
COCCN(C(=O)CCC(=O)Nc1nccs1)C(C(=O)NC(C)(C)C)c1ccc(C)cc1 (stereo not drawn)	-0.1	-3.3	-45.4	22.1	9.2	0.0	-7.7	-9.6	13.3	-7.3	-7.7
O=C(Cn1cnc2ccccc2c1=O)NNC(=O)c1cccc([N+](=O)[O-])c1	-0.3	1.1	-15.4	-1.2	-15.0	0.0	2.1	4.5	5.8	-9.9	-13.0
CC1CN(C(=O)c2cccc(C(=O)N3CC(C)OC(C)C3)c2)CC(C)O1 (stereo not drawn)	-0.9	-1.4	-17.7	-0.1	-36.7	0.0	10.6	2.6	13.4	-0.7	2.9
Cc1cc(=O)n(-c2ccc(C(=O)O)cc2)[nH]1	0.3	14.4	-24.0	-4.0	20.7	0.1	-0.9	-1.0	12.9	0.4	-2.6
COc1ccccc1NC(CC(=O)c1ccccc1)C(=O)OCC(=O)c1ccc(C)c(C)c1 (stereo not drawn)	1.2	-2.5	-192.1	-307.5	-36.8	0.4	-20.2	-6.3	-214.2	-4.1	34.7
CCOC(=O)C1CCN(S(=O)(=O)c2ccc(NC(C)=O)c(Cl)c2)CC1	-0.2	-2.5	13.2	5.8	-12.9	-0.1	-4.2	1.7	4.7	3.1	-1.1
